# ROCK2 blocker: inhibitors of human Rho kinase 2; O75116; 60,000 tested, 0.35% active; inhibition, % at 6 µM; purified ROCK2, Kinase-Glo ATP depletion luminescence;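 active = inhibition above the screen-wide mean inhibition plus 3 SD, cut at about 18% in these data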;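 note: plate controls were DMSO wells for no effect and Y-27632 control wells after no-enzyme background subtraction for full effect; many of its hits are not listed in these tables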
# A340 absorber: compounds absorbing at 340 nm; compound absorbance at 340 nm, fold over control; fold change at 10 µM; 65,000 tested, under 10 active;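 active = at 10 µM dose, initial 340 nm absorbance at least 2 fold that of control wells; inactive = change under 2 fold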;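 note: initial absorbance extrapolated from kinetic A340 decline of NADH oxidation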
# HER2 expr 66K: Her2 kinase expression inhibition. SKBR-3 HER2 protein level, AlphaScreen, 18-24 h; active compounds read low. HER2 level % of control, % at 10 µM. 65,000 tested, 0.69% active. AID 645;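 active = HER2 level under 5% of the carrier-only control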;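 note: 100% = DMSO carrier and 0% = 500 nM PU-H71 HSP90 inhibitor; lower value means stronger loss of Her2 protein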
# Hsp90 inh: displaces geldanamycin probe from tumor Hsp90; P07900; NCI-N417 lysate Hsp90, Cy3B-geldanamycin FP displacement; inhibition, % at 30 µM; 64,000 tested, 0.35% active; AID 429;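 active = inhibition above 50%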;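 note: 0% = tracer plus lysate wells and 100% = tracer alone without lysate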
# DUSP1 inh: human dual specificity phosphatase 1 inhibition. P28562. recombinant MKP-1, OMFP hydrolysis fluorescence. inhibition, %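 (compounds tested at a single concentration somewhere between 10 and 100 µM)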. 65,000 tested, 0.15% active;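 active = inhibition above about 50%, limit read from the data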;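 note: 0% = DMSO max control wells and 100% = wells with enzyme stopped by NaOH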
# JNK3 inh: blocks human JNK3 kinase activity; P53779; purified JNK3 kinase activity, HTS; inhibition, % at 8 µM; 60,000 tested, 0.61% active; in the data active = inhibition above about 17%;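 note: 0% = DMSO and 100% = reference inhibitor; many of its hits are not listed in these tables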
# PKA kinase inh: inhibitors of human protein kinase A. 65,000 tested, 0.1% active. PKA Kemptide phosphorylation, Kinase-Glo ATP luminescence. AID 524. P17612. inhibition, % at 6 µM;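 active = inhibition above the screen-wide mean inhibition plus 3 SD, cut at about 21% in these data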; note: many of its hits are not listed in these tables
# Cdc25B inh: human M-phase inducer phosphatase 2 inhibition | P30305 | recombinant Cdc25B, OMFP fluorescence Ex485/Em525 | inhibition, %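 (compounds tested at 10 µM final in the well)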 | 65,000 tested, 0.1% active | AID 368; in the data active = inhibition above about 50%
# Target sequence (P30305 whole entry, looked up): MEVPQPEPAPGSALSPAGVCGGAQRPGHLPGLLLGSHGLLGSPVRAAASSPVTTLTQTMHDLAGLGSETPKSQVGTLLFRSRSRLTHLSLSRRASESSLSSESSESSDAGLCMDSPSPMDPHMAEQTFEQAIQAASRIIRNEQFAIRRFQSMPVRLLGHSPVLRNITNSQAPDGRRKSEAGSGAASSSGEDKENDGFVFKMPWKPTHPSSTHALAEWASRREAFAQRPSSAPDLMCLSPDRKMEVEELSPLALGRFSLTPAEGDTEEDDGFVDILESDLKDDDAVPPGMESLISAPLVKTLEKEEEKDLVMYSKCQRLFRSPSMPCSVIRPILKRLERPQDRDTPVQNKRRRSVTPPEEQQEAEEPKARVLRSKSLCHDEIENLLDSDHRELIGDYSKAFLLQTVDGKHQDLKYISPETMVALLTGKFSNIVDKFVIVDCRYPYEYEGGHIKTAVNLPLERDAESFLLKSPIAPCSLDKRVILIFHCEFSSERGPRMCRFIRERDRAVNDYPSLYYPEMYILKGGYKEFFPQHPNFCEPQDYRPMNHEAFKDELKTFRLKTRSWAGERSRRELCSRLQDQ
# Fluor 339 460: intrinsic fluorescence of library compounds, ex339/em460 – biochemical, MLSMR library, data from DPM-DC assay, artefact control, profiling panel | compound autofluorescence, ex339/em460 nm, NADH buffer; active compounds read high; 1 = no-compound wells, NADH background | fluorescence fold increase at 10 µM | 65,000 tested, 5.5% active | AID 709;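 active = at 10 µM, mean starting fluorescence two-fold or more over control wells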;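 note: signal is the first read of a kinetic run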
# * hit, by the source's call; / = not tested or not shown. Not all compounds are listed (hit frequency here may not be typical).
SMILES,ROCK2 blocker,A340 absorber,HER2 expr 66K,Hsp90 inh,DUSP1 inh,JNK3 inh,PKA kinase inh,Cdc25B inh,Fluor 339 460
O=C(NCc1nc2ccccc2[nH]1)c1ccc(S(=O)(=O)N2CCOCC2)cc1,/,1.1,198,/,6,/,7,3,1.1
Cc1ccc(-c2noc(-c3ccccc3Br)n2)cc1,0,1,58,-3,6,-7,0,-3,1.1
CN=c1sc2ccccc2n1CC(O)COc1ccccc1 (stereo not drawn),2,1,93,1,-14,-3,5,-1,1
CSCCC1NC(=O)NC1=O (stereo not drawn),4,1,90,-5,-6,2,11,-8,1.1
COC(=O)c1nc(NC(=O)C(C)(C)C)n[nH]1,/,1.1,143,/,1,/,9,-13,1.1
CCCC(=O)Nc1nnc(CC(=O)OCC)s1,4,0.99,119,-4,9,7,10,-7,1.1
N#Cc1nc(-c2ccc(OCc3ccc(Cl)cc3)cc2)oc1NCc1cccnc1,9,1.1,114,-1,-8,0,9,-4,1.5
CN(Cc1cc2ccccc2[nH]c1=O)S(=O)(=O)c1ccccc1,5,1,118,-6,10,5,6,-4,1.3
O=C(CCN1CCN(CC(=O)Nc2ccccc2Cl)CC1)Nc1ccccc1F,6,1,78,-5,17,2,9,-27,1.1
O=C(C1CCCCC1)N1CCN(c2ncccn2)CC1,5,1,91,-3,5,1,10,-7,1.2

# Ordered by value in PKA kinase inh (largest number first): 3 from the list above.
compound | PKA kinase inh
CSCCC1NC(=O)NC1=O (stereo not drawn) | 11
O=C(CCN1CCN(CC(=O)Nc2ccccc2Cl)CC1)Nc1ccccc1F | 9
CN=c1sc2ccccc2n1CC(O)COc1ccccc1 (stereo not drawn) | 5

# More compounds follow:
SMILES,ROCK2 blocker,A340 absorber,HER2 expr 66K,Hsp90 inh,DUSP1 inh,JNK3 inh,PKA kinase inh,Cdc25B inh,Fluor 339 460
O=C(COc1ccc(Cl)cc1)NCc1nnc(SCC(=O)Nc2ccccc2)o1,/,1,117,1,18,/,2,4,1
CCOC(=O)c1[nH]c(C)c(C(=O)Nc2ccc3c(c2)CCC3)c1C,2,0.98,96,-3,11,4,8,-10,1.1
O=C(CSc1nccn1-c1ccc(Cl)cc1)NCc1ccc2c(c1)OCO2,3,1,89,-1,4,7,8,-26,1
COc1ccc(C2c3c(oc4ccc(Cl)cc4c3=O)C(=O)N2Cc2ccco2)cc1OC (stereo not drawn),5,1,104,-2,9,6,8,-4,1.1
O=C(Cn1cc(C(=O)c2cccs2)c2ccccc21)NCC1CCCO1 (stereo not drawn),9,1.3,127,-2,-4,11,12,-6,1.1
Cc1noc(C)c1CN1C(=O)NC2(CCCCCCC2)C1=O,/,1.1,102,2,9,/,-2,15,1
C=CCn1c(NCc2ccccc2)nc2ccccc21,5,0.99,83,0,1,-1,4,-12,1
CCOC(=O)C1CCN(C(=O)Cn2cc(C(=O)C3CC3)c3ccccc32)CC1,-2,1.1,108,-7,0,1,3,-19,1.1
Cc1cc2ccccc2n2c(SCC(=O)N3CCN(C(=O)c4ccco4)CC3)nnc12,1,1,94,-1,-5,0,8,-12,1.1
COc1cc(NC(=O)CC(C)C)ccc1NC(=O)c1ccco1,2,1,118,-1,5,-6,6,-6,1

# Entries of single compounds, quoted from the list. Order of screens: ROCK2 blocker | A340 absorber | HER2 expr 66K | Hsp90 inh | DUSP1 inh | JNK3 inh | PKA kinase inh | Cdc25B inh | Fluor 339 460
# CCOC(=O)C1CCN(C(=O)Cn2cc(C(=O)C3CC3)c3ccccc32)CC1 in the list: -2 | 1.1 | 108 | -7 | 0 | 1 | 3 | -19 | 1.1
# COc1ccc(C2c3c(oc4ccc(Cl)cc4c3=O)C(=O)N2Cc2ccco2)cc1OC (stereo not drawn) in the list: 5 | 1 | 104 | -2 | 9 | 6 | 8 | -4 | 1.1
# Cc1cc2ccccc2n2c(SCC(=O)N3CCN(C(=O)c4ccco4)CC3)nnc12 in the list: 1 | 1 | 94 | -1 | -5 | 0 | 8 | -12 | 1.1
# C=CCn1c(NCc2ccccc2)nc2ccccc21 in the list: 5 | 0.99 | 83 | 0 | 1 | -1 | 4 | -12 | 1
# N#Cc1nc(-c2ccc(OCc3ccc(Cl)cc3)cc2)oc1NCc1cccnc1 in the list: 9 | 1.1 | 114 | -1 | -8 | 0 | 9 | -4 | 1.5

# Looked up by compound from above:
SMILES,ROCK2 blocker,A340 absorber,HER2 expr 66K,Hsp90 inh,DUSP1 inh,JNK3 inh,PKA kinase inh,Cdc25B inh,Fluor 339 460
C=CCn1c(NCc2ccccc2)nc2ccccc21,5,0.99,83,0,1,-1,4,-12,1
Cc1noc(C)c1CN1C(=O)NC2(CCCCCCC2)C1=O,/,1.1,102,2,9,/,-2,15,1
CCOC(=O)c1[nH]c(C)c(C(=O)Nc2ccc3c(c2)CCC3)c1C,2,0.98,96,-3,11,4,8,-10,1.1

# Next section
SMILES,ROCK2 blocker,A340 absorber,HER2 expr 66K,Hsp90 inh,DUSP1 inh,JNK3 inh,PKA kinase inh,Cdc25B inh,Fluor 339 460
Cc1noc(C)c1COc1cccc(C(=O)N2CCN(C/C=C/c3ccccc3)CC2)c1,2,1,102,-3,33,-7,2,-17,1
CCOC(=O)c1ccc(NS(=O)(=O)c2ccc3c(c2)oc(=O)n3C)cc1,-3,0.99,126,-3,5,4,7,3,0.99
Cc1c(NC(=O)C23CC4CC(CC(C)(C4)C2)C3)c(=O)n(-c2ccccc2)n1C,2,0.95,84,1,-16,-3,6,-1,1.1
O=C(COc1ccc(F)cc1)Nc1ccc(-n2cnnn2)cc1,0,0.98,115,-3,2,5,-5,-3,1
CCN(CC)CCNC(=O)Cc1c(C(=O)O)n(C)c2ccccc12,4,0.98,115,0,-19,0,7,-5,1.1
Cc1nc2sc(C(c3cccc(F)c3)N3CCC(C)CC3)c(O)n2n1 (stereo not drawn),0,1,117,2,4,5,-2,6,1.1
Nc1cccc(C(=O)Nc2ccccc2Cl)c1,8,1.1,100,-2,5,2,14,-5,1.2
Cc1ccc(-c2noc(CSc3nnnn3C3CCCCC3)n2)cc1,-4,1.1,83,-1,-8,-4,2,-10,1.1
CCOC(=O)c1ccc(N=Cc2nc3ccccc3n2C)cc1,3,1,95,-3,-3,2,1,-15,1.1
Cc1ccc2c(c1)N(CC(=O)NCc1cccs1)C(=O)CO2,/,0.98,117,3,-14,/,1,-10,1.1
O=C(NCCCN1CCCC1=O)C1CCN(S(=O)(=O)N2CCOCC2)CC1,4,1,110,-2,1,-2,4,2,1.1
COC(=O)c1cn(NC(=O)C2CCCO2)c(=O)c2ccccc12 (stereo not drawn),/,0.98,/,-3,-15,/,2,0,1
Cc1cc(C)cc(NC(=O)C2CCCC2)c1,4,1,128,-2,2,-1,-3,-6,1

# High-throughput results (PubChem)
